# Screens deposited in PubChem BioAssay by Sanford-Burnham Center for Chemical Genomics.
# EBI2 antag: antagonists of human EBI2 receptor. P32249. EBI2 beta-arrestin recruitment, luminescence, 7a,25-OHC stimulated. inhibition, % at 5 µM. 360,000 compounds, 0.81% hits. AID 651636; in the data active means inhibition above about 38%;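 further: enzyme fragment complementation signal reports receptor beta-arrestin coupling in cells; 0% = agonist plus DMSO wells and 100% = wells without agonist; some results beyond the cut were filed as inactive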
# Target sequence (P32249 whole entry, looked up, the tested form may be a part): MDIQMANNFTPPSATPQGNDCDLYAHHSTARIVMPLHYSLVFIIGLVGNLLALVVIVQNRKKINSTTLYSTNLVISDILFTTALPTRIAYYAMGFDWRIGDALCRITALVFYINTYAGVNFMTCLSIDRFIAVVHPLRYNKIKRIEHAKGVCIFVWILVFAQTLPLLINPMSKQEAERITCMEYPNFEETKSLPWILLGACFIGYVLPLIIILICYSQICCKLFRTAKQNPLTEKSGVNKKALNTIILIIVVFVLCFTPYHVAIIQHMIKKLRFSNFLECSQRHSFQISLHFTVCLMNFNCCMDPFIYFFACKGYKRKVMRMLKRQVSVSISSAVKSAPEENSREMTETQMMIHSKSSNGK
# 697 NFkB inh: lowers PMA/ionomycin-induced NF-kB signal in 697 B cells. 697 B-cell NF-kB luciferase reporter, 16 h. inhibition, % at 4 µM. 330,000 compounds, 0.33% hits. AID 435022; in the data active means inhibition above about 35%
# Gli-Sufu antag: blocks Gli-Sufu signaling in a luciferase reporter; 340,000 compounds, 0.74% hits; Sufu-KO-LIGHT fibroblasts, Gli luciferase reporter luminescence; AID 588413; inhibition, % at 5 µM;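 active means inhibition above about 55%, limit read from the data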;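 further: 0% = DMSO-treated cells and 100% = wells with medium but no cells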
# Mdm2 MdmX PPI: disrupts the human Mdm2-MdmX interaction; inhibition, % at 8 µM; SaOS-2 split-luciferase Mdm2/MdmX complementation, luminescence; O15151+Q00987; 330,000 compounds, 3% hits; AID 485346;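 active means inhibition of at least 50% at 8 µM in the primary screen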
# Jurkat NFkB inh: lowers PMA/ionomycin-induced NF-kB signal in Jurkat cells; AID 435003; PMA/ionomycin-induced NF-kB luciferase reporter, luminescence; inhibition, % at 4 µM; 330,000 compounds, 0.53% hits; in the data active means inhibition above about 50%
# CCR6 antag: blocks CCL20-driven beta-arrestin recruitment at human CCR6; inhibition, % at 20 µM; AID 493098; CHO-K1 CCR6 PathHunter beta-arrestin, luminescence, CCL20-stimulated; 340,000 compounds, 0.49% hits;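 active means compounds whose inhibition of the agonist-driven luminescence signal at 20 µM reaches about 50%, limit read from the data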;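 further: cells stimulated with CCL20 at 14 nM final; plate controls were DMSO with CCL20 for no effect and DMSO without agonist for full effect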
# Target sequence (P51684 whole entry, looked up): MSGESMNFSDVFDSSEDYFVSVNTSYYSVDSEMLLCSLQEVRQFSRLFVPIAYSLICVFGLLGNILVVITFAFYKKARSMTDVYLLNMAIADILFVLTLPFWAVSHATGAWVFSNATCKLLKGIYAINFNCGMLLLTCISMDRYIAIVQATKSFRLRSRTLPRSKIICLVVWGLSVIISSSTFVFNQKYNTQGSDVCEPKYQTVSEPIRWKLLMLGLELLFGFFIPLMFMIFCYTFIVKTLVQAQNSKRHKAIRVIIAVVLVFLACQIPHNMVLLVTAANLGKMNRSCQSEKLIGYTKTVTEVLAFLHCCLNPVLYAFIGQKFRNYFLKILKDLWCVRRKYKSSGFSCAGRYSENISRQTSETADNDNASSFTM
# CHOP UPR activ: apoptotic UPR (CHOP) activation | CHO-CHOP luciferase reporter, luminescence; percent of tunicamycin response over DMSO baseline | AID 449763 | 330,000 compounds, 0.34% hits | activation, % at 10 µM;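 active means at 10 µM dose, activation of 40% or more, normalized to positive control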;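 further: 100% = tunicamycin at 10 µg/mL and 0% = DMSO alone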
#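 Assay system: CHO-CHOP cells, stable luciferase reporter of PERK-eIF2a-CHOP signalling / Buffer or medium: F12 plus 10% serum / Compound dosing: one dose, 10 µM in 0.5% DMSO / Times: 6 h compound treatment, 37 °C / Technique: luciferase luminescence / Read-out: % reporter activation, DMSO baseline versus tunicamycin full activation / Benchmarks: tunicamycin and DMSO controls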
# XBP1 UPR activ: adaptive UPR (XBP1) activation; CHO-XBP1 luciferase reporter, IRE1-XBP1 UPR activation, luminescence; percent of tunicamycin response, DMSO as zero; activation, % at 20 µM; 330,000 compounds, 0.33% hits; AID 463104;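 active means versus positive control, 20 µM dose yields 30% or more activation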;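 further: 100% = tunicamycin at 10 µg/mL and 0% = DMSO only wells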
#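 incubation = overnight seeding at 37 °C, 6 h compound treatment at 37 °C | assay system = CHO-XBP1 cells stably carrying IRE1-XBP1-driven luciferase reporter | input = 1000 cells per well | detection = luciferase luminescence | dosing = single point, 20 µM final compound, 1% DMSO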
# CXCR6 inh: blocks human CXCR6 beta-arrestin recruitment | AID 602244 | CHO-K1 PathHunter CXCR6 beta-arrestin, luminescence | 360,000 compounds, 0.36% hits | inhibition, % at 20 µM | O00574; in the data active means inhibition above about 34%, passing the limit was not always enough;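 further: antagonist mode with CXCL16 agonist at 10 nM final; 0% = 10 nM CXCL16 with DMSO and 100% = unstimulated wells without agonist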
# Target sequence (O00574 whole entry, looked up): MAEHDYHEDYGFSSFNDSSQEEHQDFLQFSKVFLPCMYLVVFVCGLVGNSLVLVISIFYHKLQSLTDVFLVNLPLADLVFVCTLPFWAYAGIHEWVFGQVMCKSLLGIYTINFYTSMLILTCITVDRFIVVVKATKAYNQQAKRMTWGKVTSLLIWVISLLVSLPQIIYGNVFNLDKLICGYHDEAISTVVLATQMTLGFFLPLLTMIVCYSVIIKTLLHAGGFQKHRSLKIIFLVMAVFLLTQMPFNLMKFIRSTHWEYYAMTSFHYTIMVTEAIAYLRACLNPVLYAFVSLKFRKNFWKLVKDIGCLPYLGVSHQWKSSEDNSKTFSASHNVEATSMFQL
# Active calls of the source: *; x = no result given.
SMILES,EBI2 antag,697 NFkB inh,Gli-Sufu antag,Mdm2 MdmX PPI,Jurkat NFkB inh,CCR6 antag,CHOP UPR activ,XBP1 UPR activ,CXCR6 inh
O=C1CC(=C2c3ccccc3-c3ccccc32)C(=O)N1CCN1CCN(c2ccccc2)CC1,14,-15,-15,11,-3,1,-1.7,-1,-2
CC(C)(C)c1ccc(C(=O)NC(Cc2ccccc2)C(=O)O)cc1 (configuration not stated),-3,11,x,17,2,x,2.4,1,7
Cc1ccc(S(=O)(=O)NCC(=O)OCCOc2ccccc2F)cc1,6,8,0,5,-14,-2,-1.4,4,-2
NNC(=O)CN1C(=O)Nc2ccc(Cl)cc2C1c1ccccc1 (configuration not stated),-2,19,9,5,0,6,1.2,1,-7
Cc1ccc(SC[C@H](Cc2ccccc2)N2CCN(CCc3ccccc3)CCC2=O)cc1,14,12,15,18,4,22,0.6,-2,13
Cc1c(C#N)c(N=CN(C)C)c(C(=O)c2ccccc2)n1-c1ccc(Br)cc1,5,-4,1,8,-3,5,0.5,1,5
CCOC(=O)C1C(=O)CC(C)(O)C(C(=O)OCC)C1c1ccc(SC)cc1 (configuration not stated),-7,-47,-2,-10,-1,12,0.0,1,7
COc1cc(C(CC(=O)Nc2ccccn2)N2Cc3ccccc3C2=O)cc(OC)c1OC (configuration not stated),-2,16,-1,10,6,4,-1.3,-2,11
Cn1c(SCc2nc(-c3cccs3)no2)nnc1C1CCCCC1,7,-18,10,19,-25,-10,0.4,1,-8
Cc1nc(SCC(=O)Nc2ccc(Cl)cc2[N+](=O)[O-])nc(C)c1C,-20,8,-2,23,6,-1,-1.5,1,-13
C=C(C)c1cccc(C(C)(C)NC(=O)N2CCC(C)CC2)c1,4,-16,0,13,3,9,-0.4,-2,7
O=C(COC(=O)CSCC(=O)N1CCCCC1)NCc1ccc(F)cc1,3,20,-1,8,-4,5,-1.3,-2,3
Cc1ccc(-c2nnc(Nc3ccc(CC(N)=O)cc3)c3ccccc23)cc1,15,5,4,-2,33,13,2.1,0,9
O=C(c1cccs1)N1CCc2ccccc21,0,-26,-35,-6,-62,6,4.7,4,0
COc1ccccc1NC(=O)CC(NCCN(C)C)C(=O)O (configuration not stated),-15,20,-10,10,6,15,-0.8,-1,1
CCOC(=O)c1ccccc1NC(=O)c1cccnc1,0,-11,5,10,-8,4,-0.3,-1,-1
CC(C)C(NC(=O)c1ccc([N+](=O)[O-])cc1Cl)C(=O)N1CCCC1 (configuration not stated),-16,3,-13,-9,-25,-3,0.5,-3,-6
COc1ccc(CCC(=O)NNC(=O)c2cccs2)cc1,-6,3,10,-15,2,-12,-2.7,-3,4
CCOC(=O)c1cc(=O)n2c(nc3ccccc32)[nH]1,-8,-21,-36,-15,5,5,0.6,0,0
CCOc1cc(-c2noc(CCCC(=O)NC3CCCCC3)n2)ccc1OC,9,-1,22,5,5,14,-1.4,-3,4
CC(C)CN1CCC(C(=O)N2CCN(c3ccccc3F)CC2)CC1,-14,13,6,-3,-3,5,-0.1,0,5
Cc1ccc(C(=O)CSc2nc3ccccc3c(=O)[nH]2)cc1C,8,11,-5,-10,4,2,0.2,1,5
COc1ccccc1C(=O)NC1CC2CCC(C1)N2Cc1ccccc1 (configuration not stated),-8,-4,19,13,3,6,-0.9,0,-1
O=C(Nc1ccc2c(c1)OCO2)c1nn(-c2ccccc2)c(=O)c2ccccc12,7,-8,7,37,4,8,-0.7,-3,1
O=C(COC(=O)c1ccc(Cl)nc1)Nc1c(Cl)cccc1C(F)(F)F,-18,1,36,5,-14,-5,0.3,-4,-9

# (listing goes on)
SMILES,EBI2 antag,697 NFkB inh,Gli-Sufu antag,Mdm2 MdmX PPI,Jurkat NFkB inh,CCR6 antag,CHOP UPR activ,XBP1 UPR activ,CXCR6 inh
O=C(CNC(=O)C12CC3CC(CC(C3)C1)C2)NC1=NCCS1,-23,4,0,13,-5,8,-1.6,0,2
COCCNC(=O)C(OC(=O)c1nsc(Cl)c1Cl)C(C)C (configuration not stated),1,20,-4,-2,-16,-8,-0.3,-2,8
CC(C)(C)C1=C(C#N)C(c2cccnc2)C(C#N)=C(N)O1 (configuration not stated),-2,11,4,-9,8,-13,0.5,0,8
Cc1nnc2n1N=C(c1ccc(F)cc1F)CS2,-2,1,-7,8,-3,-7,-2.0,-1,4
CN(c1ccccc1N(C)S(=O)(=O)c1ccccc1)S(=O)(=O)c1ccccc1,-5,x,-24,x,x,4,x,x,13
Cc1nccc2[nH]c(=O)c(C(=O)NC3CCCCC3C)cc12 (configuration not stated),-3,-6,3,3,-8,-17,2.4,5,1
COc1ccc(C)cc1N(C(=O)c1snc(C(N)=O)c1N)C(C(=O)NC1CCCCC1)c1ccc(C)o1 (configuration not stated),10,27,-6,2,-2,15,-0.9,0,13
O=C(O)COc1ccccc1/C=N/NC(=O)CN1CCN(S(=O)(=O)c2ccc(Br)cc2)CC1,-1,7,-4,14,3,8,-1.1,-1,-3
COc1ccc(C(=O)N(Cc2ccccc2)Cc2cc3cc4c(cc3[nH]c2=O)OCCO4)cc1,3,-32,-4,51*,55*,8,-0.2,-3,2
Cc1cc(C(F)F)nn1CC(=O)NCc1ccccc1F,-14,-16,-2,5,-8,-4,0.6,-2,3
COc1ccc2c(c1)CCC/C2=N/OC(=O)c1ccccc1OC,6,-20,-16,21,-9,35,1.8,0,11
O=C(Cn1c(CN2CCCCC2)nc2ccccc2c1=O)NC1CCCCC1,4,9,8,12,13,13,-1.5,-4,0
Cc1cccc[n+]1CC(=O)c1ccccc1,9,0,-1,14,-13,10,0.0,10,5
Cn1c(=O)c2cc(S(=O)(=O)NC(Cc3ccccc3)C(=O)NCC3CCCO3)ccc2n(C)c1=O (configuration not stated),-5,-5,3,17,1,2,-1.2,0,3
Cc1ccc(NC(=O)c2nc(S(=O)(=O)Cc3ccccc3C)ncc2Cl)cc1C,56*,-93,3,100*,21,61*,237*,-10,50*
Cc1ccc(C(=O)N2CC(=O)Nc3ccc(C)cc3C2c2ccccc2)cc1 (configuration not stated),5,-12,-3,18,-6,5,0.9,2,10
C=CCC[C@H](Cc1ccc(F)cc1)C(=O)OC[C@H](C)NC(=O)[C@H](CC=C)CC(=O)NCCO,1,12,7,14,2,-1,3.6,0,-9
O=C(CSc1nc(=O)n(CCN2CCOCC2)c2c1CCCC2)Nc1ccc([N+](=O)[O-])cc1,3,-21,0,20,-32,16,1.6,0,18
CCOC(=O)c1c(NC(=O)CSc2nnc(-c3ccccc3C)n2C)sc(C(C)=O)c1C,-18,-62,1,-9,0,8,0.4,1,-16
COC(=O)C1CCN(c2cc(=O)n(C3CCCCC3)c(=O)[nH]2)CC1,-4,-83,-5,-27,-36,3,0.9,4,-6
COc1cc(N)c(Cc2nccc3cc(OC)c(OC)cc23)cc1OC,-11,-4,22,26,9,3,6.7,-2,-6
Cc1cc(=O)[nH]c(SC(C)C(=O)Nc2cccc3ccccc23)n1 (configuration not stated),5,12,-6,11,4,0,2.7,-3,6
CCOc1cccc(-n2nnnc2-c2ccc(OC)cc2)c1,17,-52,-3,36,47,5,-0.5,0,2
Cc1ccsc1/C=N/NC(=O)Cc1ccc([N+](=O)[O-])cc1,-10,-35,9,2,36,15,0.3,-1,-5
CCS(=O)(=O)N1CCCC(C(=O)NCCCN2CCCC2=O)C1 (configuration not stated),5,12,13,17,10,-3,-2.6,-2,-4

# Three of the compounds above, with bars between the fields.
molecule | EBI2 antag | 697 NFkB inh | Gli-Sufu antag | Mdm2 MdmX PPI | Jurkat NFkB inh | CCR6 antag | CHOP UPR activ | XBP1 UPR activ | CXCR6 inh
COc1ccc2c(c1)CCC/C2=N/OC(=O)c1ccccc1OC | 6 | -20 | -16 | 21 | -9 | 35 | 1.8 | 0 | 11
O=C(Cn1c(CN2CCCCC2)nc2ccccc2c1=O)NC1CCCCC1 | 4 | 9 | 8 | 12 | 13 | 13 | -1.5 | -4 | 0
Cc1cccc[n+]1CC(=O)c1ccccc1 | 9 | 0 | -1 | 14 | -13 | 10 | 0.0 | 10 | 5

# Following part:
SMILES,EBI2 antag,697 NFkB inh,Gli-Sufu antag,Mdm2 MdmX PPI,Jurkat NFkB inh,CCR6 antag,CHOP UPR activ,XBP1 UPR activ,CXCR6 inh
CCCc1nc(SC)[nH]c(=O)c1C,-8,-11,7,-12,-10,-11,-2.4,2,-1
COc1cc(C2C3CN(C)CC=C3C(C#N)=C(N)C2(C#N)C#N)ccc1OC(C)C (configuration not stated),4,6,4,-3,2,8,7.0,0,7
CCOC(=O)CSCC(=O)Nc1cc(C)ccc1C,-14,17,-5,3,-3,9,-1.3,0,-4
Cc1ccc(S(=O)(=O)NCCN=C(CN2CCCC2)NS(=O)(=O)c2ccc(C)cc2)cc1,0,17,9,1,12,9,0.9,-4,-8
COc1ccccc1NCCC#N,-13,21,-28,-10,-1,1,-0.1,1,-6
Cc1ccc(CS(=O)(=O)Cc2ccc(C(=O)NCc3ccco3)o2)cc1,-5,-19,5,-33,-26,10,1.5,1,-10
O=C(O)c1cnn(-c2nc(-c3cccc([N+](=O)[O-])c3)cs2)c1C(F)(F)F,-4,6,40,7,-3,17,9.4,-1,-7
Cn1cccc1/C=N/NC(=O)CSc1nc2ccccc2[nH]1,4,9,3,-10,-11,12,1.5,-5,-5
O=C(NCCc1nc2ccccc2[nH]1)/C(=C/c1ccc2c(c1)OCO2)NC(=O)c1ccccc1Cl,2,-3,10,3,14,-19,0.6,-2,2
Cc1ccccc1NC(=S)N=Nc1c(O)n(C)c2ccc(S(=O)(=O)N3CCOCC3)cc12,1,-21,33,43,14,23,38,-1,2
CCOC(=O)c1cnc(/N=C/N(C)C)s1,-3,4,-13,3,-6,8,4.4,0,3
Cc1ccc2c(CC(=O)NCC(C)(C)N3CCOCC3)coc2c1,-5,-1,x,11,-3,2,-1.0,-2,4
COc1ccc(-c2csc(/C(C#N)=C\c3ccc(OC)c([N+](=O)[O-])c3)n2)cc1,-5,11,19,54*,-15,12,1.5,0,4
Cc1ccc(OCC(=O)Nc2c3c(nn2C(C)(C)C)CS(=O)(=O)C3)cc1,-12,2,1,3,-5,-2,0.3,-1,0
Cc1ccc(NC(=O)CN2C(=O)S/C(=C\c3ccccn3)C2=O)cc1C,-12,-9,-4,68*,-14,3,2.4,-3,-2
CC(C)(C)C1=Nn2c(nnc2C2CCCCC2)SC1,-2,11,-4,16,13,2,0.1,-1,3
Cc1nn(-c2cccc(Cl)c2)c2c1C(c1ccncc1)C(C#N)=C(N)O2 (configuration not stated),10,25,11,6,-1,2,0.8,-2,1
C/C(=N/NC(=O)c1ccco1)c1ccc(NC(=O)c2ccc(Br)o2)cc1,-17,-36,-41,14,-44,6,3.0,-1,6
O=C(O)c1cccc(-c2noc(-c3cccc(Cl)c3)n2)c1,-2,12,-226,34,44,6,-9.2,-9,6
CC(=O)c1cccc(N=c2scc(-c3ccc(S(=O)(=O)N4CCOCC4)cc3)n2CCO)c1,7,-6,39,-2,31,0,5.8,-2,-12

# Two entries from above, tab-delimited.
compound	EBI2 antag	697 NFkB inh	Gli-Sufu antag	Mdm2 MdmX PPI	Jurkat NFkB inh	CCR6 antag	CHOP UPR activ	XBP1 UPR activ	CXCR6 inh
COc1cc(C2C3CN(C)CC=C3C(C#N)=C(N)C2(C#N)C#N)ccc1OC(C)C (configuration not stated)	4	6	4	-3	2	8	7.0	0	7
CCOC(=O)CSCC(=O)Nc1cc(C)ccc1C	-14	17	-5	3	-3	9	-1.3	0	-4

# No enrichment for hits; about 5% have a hit in one of these screens.
